Bioassay records from PubChem BioAssay.
TRHR agonist – qHTS for Small Molecule Agonists and Allosteric Enhancers of Human TRH Receptor: Primary Screen for Agonists | 360,000 tested, 0.18% active | Thyrotropin-releasing hormone receptor (Homo sapiens), P34981 | TRHR cells, calcium flux fluo-8, FDSS agonist mode | activation, % at 2 µM; note: 0% is about no effect
Target sequence (P34981 whole entry, looked up): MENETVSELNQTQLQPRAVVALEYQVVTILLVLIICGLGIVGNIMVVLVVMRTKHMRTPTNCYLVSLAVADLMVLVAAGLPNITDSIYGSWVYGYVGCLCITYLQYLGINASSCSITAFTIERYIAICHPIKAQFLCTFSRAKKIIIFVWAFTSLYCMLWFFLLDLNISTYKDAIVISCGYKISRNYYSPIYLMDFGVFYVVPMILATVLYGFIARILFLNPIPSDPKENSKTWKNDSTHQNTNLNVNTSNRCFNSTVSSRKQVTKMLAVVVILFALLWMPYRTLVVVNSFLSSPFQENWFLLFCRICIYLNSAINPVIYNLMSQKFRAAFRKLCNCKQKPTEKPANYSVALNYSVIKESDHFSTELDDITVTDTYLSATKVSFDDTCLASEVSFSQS
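Agonist-mode FDSS calcium read (Ex 480/Em 530, 1 s cycles) in 1536-well TRHR cells with fluo-8 dye, after 10-cycle baseline and 23 nL compound addition; TRH at EC20 (10 nM final) added afterwards for the enhancer phase.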
D1 potentiator – Potentiators of Human D1 Dopamine Receptor: qHTS | HEK293 TREx D1 cells, calcium flux, dopamine EC20 potentiation | potentiation, % at 10 µM | 360,000 tested, 0.036% active; in the data active = potentiation above about 30%; note: 0% is about no effect
Target sequence (P21728 whole entry, looked up): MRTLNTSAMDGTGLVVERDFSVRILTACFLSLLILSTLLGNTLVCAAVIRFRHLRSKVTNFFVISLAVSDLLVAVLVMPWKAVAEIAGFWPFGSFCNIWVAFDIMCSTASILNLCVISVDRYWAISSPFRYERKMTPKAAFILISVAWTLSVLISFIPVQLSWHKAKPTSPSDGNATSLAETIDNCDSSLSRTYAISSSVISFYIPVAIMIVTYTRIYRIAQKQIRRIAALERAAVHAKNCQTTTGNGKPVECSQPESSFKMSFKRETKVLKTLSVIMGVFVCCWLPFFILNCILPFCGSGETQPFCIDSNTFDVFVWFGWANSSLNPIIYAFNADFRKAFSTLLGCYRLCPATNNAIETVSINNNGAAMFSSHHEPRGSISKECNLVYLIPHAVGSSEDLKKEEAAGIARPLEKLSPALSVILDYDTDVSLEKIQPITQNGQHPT
RXFP1 antag – qHTS Assay for Antagonists of the Relaxin Receptor RXFP1 | activity change, negative = inhibition, % at 57.5 µM | Relaxin receptor 1 (Homo sapiens), Q9HBX9 | 350,000 tested, 0.59% active | AID 1259400, 2018 | HEK293-RXFP1, relaxin-stimulated cAMP HTRF, 30 min; active compounds read low;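 active = activity change of -60% or lower, but not beyond a set lower limit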; note: % is set by controls: 0 for no effect and ±100 for the full control effect
TRHR PAM – qHTS for Small Molecule Agonists and Allosteric Enhancers of Human TRH Receptor: Primary Screen for Enhancers | 360,000 tested, 0.66% active | TRHR cells, fluo-8 calcium fluorescence, EC20 TRH enhancement | enhancement, % at 2 µM; in the data active = enhancement above about 30%; note: 0% is about no effect
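Enhancer read-out: after compound pinning and an initial kinetic agonist-mode read, an EC20 of TRH (10 nM final) was injected and fluo-8 calcium signal (Ex 480/Em 530) followed at 1 s/cycle for 100 cycles in TRHR-expressing cells.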
D1 antagonist – Antagonist of Human D 1 Dopamine Receptor: qHTS; D(1A) dopamine receptor (Homo sapiens), P21728; HEK293 TREx D1 cells, calcium flux, dopamine EC80; active compounds read low; activity change, negative = inhibition, % at 10 µM; 360,000 tested, 3.2% active; in the data active = activity change below about -30%; note: % is set by controls: 0 for no effect and ±100 for the full control effect
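Cells carrying a force-coupled, tetracycline-inducible human D1 receptor report calcium flux. Each well gets a 10 s baseline, compound with 180 s monitoring, then an EC80 dopamine stimulus with a second 180 s kinetic read.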
D2 potentiator – HTS Assay for Positive Allosteric Modulators of the Human D2 Dopamine Receptor: Primary Screen for Potentiators | 340,000 tested, 0.34% active | D(2) dopamine receptor (Homo sapiens), P14416 | HEK293 T-REx D2, calcium flux, EC20 dopamine potentiation | potentiation, % at 10 µM | AID 485347, 2010;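 active = potentiation over 3 SD above the plate norm, cut at about 30% in these data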; note: 0% is about no effect
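Potentiation of an EC20 dopamine calcium response is measured in a force-coupled, tetracycline-inducible Hek293 Trex D2 line. Compound-only kinetic reads over 180 s flag agonists before dopamine addition.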
D1 agonist – Allosteric Agonists of the Human D1 Dopamine Receptor: qHTS | D(1A) dopamine receptor (Homo sapiens), P21728 | HEK293 T-REx D1 cells, calcium flux, agonist mode | activation, % at 2 µM | 360,000 tested, 1% active; note: 0% is about no effect
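Tetracycline-induced HEK293 TREx D1 cells, force-coupled to calcium signalling, were dye-loaded with a no-wash calcium kit. Compound was pin-added after a 10 s baseline. Fluorescence was read kinetically at 1 cycle/s for 180 s, with calcium rises flagged as agonism.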
D2 agonist – HTS Assay for Allosteric Agonists of the Human D2 Dopamine Receptor: Primary Screen for Agonists; D(2) dopamine receptor (Homo sapiens), P14416; activation, % at 2 µM; 340,000 tested, 0.53% active; HEK293 T-REx D2 cells, calcium flux agonist mode;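 active = activation over 3 SD above normal in the single-dose calcium agonist read, cut at about 30% in these data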; note: 0% is about no effect
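In this primary screen, compounds producing a positive calcium signal within 180 s of addition to tetracycline-induced, force-coupled HEK293 Trex D2 cells are flagged; cells are dye-loaded with a no-wash calcium kit beforehand.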
D2 antagonist – HTS Assay for Allosteric Antagonists of the Human D2 Dopamine Receptor: Primary Screen for Antagonists. AID 485344, 2010. inhibition, % at 10 µM. D(2) dopamine receptor (Homo sapiens), P14416. HEK293 TREx D2 cells, calcium flux, dopamine EC80. 340,000 tested, 2% active; in the data active = inhibition above about 30%; note: 0% is about no effect
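Tetracycline-induced HEK293 T-REx cells expressing D2 force-coupled to calcium signalling were dye-loaded, exposed to compound for 180 s, then challenged with an EC80 of dopamine; calcium flux was followed kinetically for a further 180 s.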
* = called active by the depositor; · = not tested or not shown; & = joins results of further samples. Cut-off read from the data, not from the text of the source, unless noted: active = activation above about 30%; inactive = the rest. No enrichment for hits; about 7.1% have a hit in one of these screens.

SMILES	TRHR agonist	D1 potentiator	RXFP1 antag	TRHR PAM	D1 antagonist	D2 potentiator	D1 agonist	D2 agonist	D2 antagonist
CC1CN(C(=O)CCC(=O)NCc2ccccc2)c2ccccc2O1 (stereo not drawn)	-0.6	5	3	-3	13	-12	6	-0.5	-6
O=C(Nc1cccc(S(=O)(=O)N2CCOCC2)c1)C1CCCCN1S(=O)(=O)c1ccccc1 (stereo not drawn)	0.0	-6	0	0	-11	19	0	-0.4	1
Cn1cnnc1SCc1ccc(C#N)cc1	-0.3	-1	-3	-4	-16	·	1	·	·
CCN(CC)CCNC(=S)NC(=O)c1cn(-c2ccccc2)nc1-c1ccc(OC)cc1	-0.1	-4	-8	6	-7	-25	3	-0.7	-3
CCCn1c(=N)c(C(=O)NCC2CCCO2)cc2c(=O)n3cc(C)ccc3nc21 (stereo not drawn)	-1.0	0	·	5	3	4	-1	1.7	·
CCCn1c(=N)n(CC(O)COc2ccccc2OC)c2ccccc21 (stereo not drawn)	-0.5	-7	2	-2	-15	-15	-1	-0.5	·
COc1cccc(NC(=O)CCC(=O)N2Cc3ccccc3Oc3ncccc32)c1	3.1	-2	-1	-18	-13	-2	24	1.0	·
COc1ccc(CNCC(=O)Nc2cccc(S(N)(=O)=O)c2)cc1	-0.8	6	-14	6	0	2	6	-3.2	10
CCCn1cc(S(=O)(=O)c2ccccc2)c(=O)c2cc(F)c(N3CCCCCC3)cc21	-0.9	1	-39	14	9	-6	3	-1.8	·
O=C(O)CCC(=O)N(Cc1ccccc1)Cc1ccccc1	0.7	-2	-1	2	-12	12	4	0.2	29
O=C(NCc1ccccn1)c1ccc(OC2CCN(Cc3ccc(CO)o3)CC2)cc1	1.5	-10	-5	19	-15	-3	5	0.6	-25
COc1ccc(C)cc1NC(=O)CNC(=O)[C@@H]1Cc2ccccc2CN1	-0.1	-5	-21	0	1	2	3	-0.3	-1
COC(=O)/C(C#N)=C/c1c(N2CCN(c3ccccc3)CC2)nc2c(C)cccn2c1=O	0.0	-2	-2	-3	3	10	0	-0.3	2
CCOc1ccc(NC(=O)N2CCC(NC(=O)C(Cc3cccc(F)c3)NC(C)=O)CC2)cc1 (stereo not drawn)	0.6	6	7	8	-6	3	2	0.6	9
Fc1ccc(Br)cc1C1C=C(c2ccc(Br)cc2)Nc2ncnn21 (stereo not drawn)	1.1	-2	6	-12	2	7	1	-0.3	10

Reprinted from the part before: 3 compounds, then new ones.
SMILES	TRHR agonist	D1 potentiator	RXFP1 antag	TRHR PAM	D1 antagonist	D2 potentiator	D1 agonist	D2 agonist	D2 antagonist
COC(=O)/C(C#N)=C/c1c(N2CCN(c3ccccc3)CC2)nc2c(C)cccn2c1=O	0.0	-2	-2	-3	3	10	0	-0.3	2
CCOc1ccc(NC(=O)N2CCC(NC(=O)C(Cc3cccc(F)c3)NC(C)=O)CC2)cc1 (stereo not drawn)	0.6	6	7	8	-6	3	2	0.6	9
Fc1ccc(Br)cc1C1C=C(c2ccc(Br)cc2)Nc2ncnn21 (stereo not drawn)	1.1	-2	6	-12	2	7	1	-0.3	10
O=C(Nc1cccc2ncccc12)c1ccccc1Cl	0.1	-4	5	-1	-10	-3	4	-0.3	-10
CS(=O)(=O)N1CCc2cc(-c3csc(NCC4CCCO4)n3)ccc21 (stereo not drawn)	-0.1	4	-14	8	-10	5	0	-0.3	-4
NS(=O)(=O)c1ccc(NC(=O)CN2C(=O)c3ccccc3C2=O)cc1	-0.6	2	-30	-7	8	-11	4	2.5	-4
O=C(Nc1ccc2oc(-c3ccncc3)nc2c1)c1ccc(F)cc1	1.3	-7	-10	1	7	5	9	1.8	-10
CC(C)CN(C(=O)C1COc2ccccc2O1)c1c(N)n(CC(C)C)c(=O)[nH]c1=O (stereo not drawn)	0.1	-7	9	-3	24	14	2	0.2	-36
O=C(c1c[nH]c2ccc(S(=O)(=O)Nc3ccccc3F)cc2c1=O)N1CCCCCC1	1.0	8	12	-6	-4	-4	0	-1.1	·
CCCCNC(=O)N(O)C1N(/N=C/c2cccnc2)C(=S)SC1(C)C (stereo not drawn)	0.0	5	-7	2	1	-10	1	-0.4	-3
CCN(CC)S(=O)(=O)c1cc(C(=O)Nc2ccc(Cl)cn2)ccc1C	-0.8	6	-9	-6	-5	15	3	-0.9	-4
CC(Oc1ccc(-c2ccccc2)c(F)c1)c1ccn(S(=O)(=O)c2ccc(F)cc2)n1 (stereo not drawn)	2.3	6	7	-3	-2	-12	14	-0.7	-9
Nn1c(-c2ccc(O)cc2)nnc1-c1ccc(O)cc1	-0.2	-4	11	-3	-6	-6	1	0.5	7
CCCCCCNC(=O)CCCCCNS(=O)(=O)c1ccc(OC)cc1	-2.6	-3	3	17	-2	0	2	-1.4	-8
CCCCc1c(C)c2cc(C)ccc2[nH]c1=O	0.8	-3	-12	5	-11	-12	2	-0.7	-12
COc1cccc(NC(=O)c2sc3nc4n(c(=O)c3c2C)CCC4)c1	-0.8&-0.1	2&2	12&-12	2&1	20&-5	13&-2	1&1	-0.1&1.7	-17
Cc1ccc(C(=O)NC2CCc3ccccc3C2=O)cc1 (stereo not drawn)	-0.3	-5	-23	2	2	-1	2	0.2	-10
COc1ccc(NC(=O)CC2CC3CCC2C3)cn1 (stereo not drawn)	0.2	14	5	2	0	-14	3	0.2	0

3 of the entries above in order of the D1 potentiator value, high to low.
Structure | D1 potentiator
CC(Oc1ccc(-c2ccccc2)c(F)c1)c1ccn(S(=O)(=O)c2ccc(F)cc2)n1 (stereo not drawn) | 6
CS(=O)(=O)N1CCc2cc(-c3csc(NCC4CCCO4)n3)ccc21 (stereo not drawn) | 4
NS(=O)(=O)c1ccc(NC(=O)CN2C(=O)c3ccccc3C2=O)cc1 | 2

Continuation:
SMILES	TRHR agonist	D1 potentiator	RXFP1 antag	TRHR PAM	D1 antagonist	D2 potentiator	D1 agonist	D2 agonist	D2 antagonist
CCn1c(=O)cc(SCC(=O)Nc2cccnc2)c2ccccc21	-0.3	-2	11	-5	-4	-3	-3	0.3	6
CCOC(=O)c1ccc(NC(=O)CSc2n[nH]c(-c3ccncc3)n2)cc1	0.1	-7	4	-1	3	-3	1	0.5	-6
O=C(N1CCOCC1)N1CCC(NC(=O)C23CC4CC(CC(C4)C2)C3)CC1	0.5	3	-3	-3	-9	7	0	0.0	-4
COc1ccc(/C=C/C(=O)NC(C)CCc2ccccc2)cc1OC (stereo not drawn)	-0.2	0	-8	2	-8	1	3	-0.5	-7
Cc1ccc2c(c1)cc(C(=O)Nc1ccc(F)cc1F)n2C	0.5	-2	0	0	-5	17	0	-1.9	·
O=C1CSC(c2cccnc2)N1c1ccc(F)cc1 (stereo not drawn)	1.4	-3	11	0	·	8	0	0.0	-7
COc1cc(S(=O)(=O)NCc2ccccn2)c(OC)cc1Cl	-0.5	-1	6	6	-1	·	0	·	·
Cc1cccc(S(=O)(=O)N(CC(=O)Nc2ccccc2C)Cc2ccco2)c1	-1.0	-1	-9	1	-10	8	11	-0.3	11
Cc1ccc(S(=O)(=O)N2CCN(C)CC2)c(C)c1N(C)S(=O)(=O)c1ccc(Cl)cc1	0.3	-6	-4	-1	0	-1	5	0.3	4
COc1cc(-c2nnc(SCC(=O)N3CCCC3)o2)cc(OC)c1OC	-0.7	0	-6	3	-1	10	2	-0.4	6
O=c1c2cccnc2n(Cc2cccc(F)c2)c(=O)n1Cc1ccc(F)cc1	-0.4	-4	·	5	-4	26	11	0.1	·
Cc1ccc(Cn2c(C(=O)O)c(CNC3CCCC3)c3ccc(C)cc32)cc1	0.0	3	·	-3	-29	-6	0	0.9	·
Cc1ccc(OCC(=O)N/N=C/c2c[nH]c3ccccc23)c([N+](=O)[O-])c1	-0.6	2	-11	6	-2	23	1	-1.4	-10
COc1ccccc1NC(=O)C(CCS(C)(=O)=O)N1C(=O)c2ccccc2C1=O (stereo not drawn)	0.4	0	0	8	-2	9	1	1.0	8
C/C(=N\OCC(=O)Nc1ccc(Br)cc1)c1cccs1	0.2	0	-3	0	-12	-15	1	-1.1	1
O=S(=O)(Nc1ccc2c(c1)OCO2)c1ccc(Br)s1	-1.6	-2	-1	5	-13	-7	7	0.8	0
CCNC(=O)COc1cc(C)c(Cl)c(C)c1	-0.8	0	8	-8	-8	2	0	1.1	-22
CCOc1ccc(-n2c(-c3ccccc3)c[n+]3c2CCCCC3)cc1	0.4	2	-8	2	5	-3	1	0.3	0
CCN(CC)S(=O)(=O)c1cccc(C(=O)N/N=C/c2ccc([N+](=O)[O-])o2)c1	-0.8	-8	13	4	3	2	4	-0.7	7
CC(C)n1ncc(N2CCOCC2)c(Cl)c1=O	-0.4	14	5	9	11	14	4	-0.4	-17
O=C(NNC(=O)C1CCN(Cc2cccc(F)c2)CC1)c1cccc(Cl)c1	0.6	-6	-8	1	-5	0	2	0.6	14
Cc1ccc(CNC(=O)c2cc(-c3ccccc3C)n(CC3CC(c4cccc([N+](=O)[O-])c4)=NO3)n2)cc1 (stereo not drawn)	0.2	1	·	-3	-16	8	5	-0.1	7
COC(=O)c1[nH]c2ccc(Cl)cc2c1NC(=O)CN1CCc2cc(OC)c(OC)cc2C1	0.0	-2	-11	-8	-6	-9	1	-0.5	-16
Nc1[nH]c(N=NC(=O)c2ccccc2)c2ccccc12	-0.4	-7	-2	-5	-2	0	2	0.2	-10
O=C(O)c1ccc(Cl)c(S(=O)(=O)NCC2CCCO2)c1 (stereo not drawn)	0.8	5	0	0	-4	2	2	-0.8	8
O=C(CSc1ncc2c(n1)-c1ccc(Cl)cc1N(Cc1ccccc1)S2(=O)=O)Nc1ccc(F)c(F)c1	-0.8	-3	-7	7	8	10	6	-0.1	·
Cn1nc(Oc2ncc(C(F)(F)F)cc2Cl)cc1C(F)(F)F	0.1	5	2	2	-6	7	4	0.8	3
C=C(C)Cn1c(C)cc(C)c(S(=O)(=O)c2ccc(C)cc2)c1=O	-2.1	10	-11	-10	29	-12	6	-2.4	-6
CCOc1ccc(-c2cn3c(n2)sc2cc(C(=O)NC(C)C45CC6CC(CC(C6)C4)C5)ccc23)cc1 (stereo not drawn)	-0.1	-6	-5	0	10	10	-1	-0.2	·
COc1ccc(S(=O)(=O)NC2CCCCC2)c(C)c1C	-1.1	-3	-11	5	-12	·	4	1.4	4
